Bioassay records deposited in PubChem by National Center for Advancing Translational Sciences (NCATS).
TDP43 rescue: qHTS of TDP-43 Inhibitors. TDP-43 expressing yeast growth rescue, BacTiter-Glo, 24 h. Potency, µM (series often up to 46.1 µM), for inactives: at the highest dose growth rescue (activation), actives largely listed as activators. actives 1.8% (n = 410,000). AID 652104, 2013; further: potency means the concentration at half of the fitted maximal effect; % of control where 0% means no effect; nearly all actives have a fitted effect of over 50% in size
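Cell-based yeast growth screen: TDP-43 expression induced in galactose, inoculum OD600=0.02 after raffinose pregrowth to mid-log. Read-out BacTiter-Glo luminescence at 24 hr, 30 deg C; inhibition of toxicity seen as signal increase.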
Abeta rescue: qHTS for compounds that reverse cellular toxicity of Amyloid beta (A-beta) peptide in yeast: Primary Screen. actives 0.063% (n = 410,000). Potency, µM (highest dose often 46.1 µM), inactives show at the highest dose growth rescue, hits mostly activators. yeast expressing A-beta42, growth rescue, OD600, 48 h; response scale: 0% DMSO, 100% iron-clioquinol control; further: potency means the concentration at half of the fitted maximal effect; nearly all actives have a fitted effect of over 55% in size
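Growth rescue measured by 600 nm absorbance after 48 h yeast culture at 30 C with compound. Values normalized between DMSO and an equimolar ferric chloride plus clioquinol control.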
GLP1R cytotox: qHTS of GLP-1 Receptor Inverse Agonists: Cytotox Screen; Potency, µM (titrated, usually from 38.3 µM), for the others: top-dose activity change, negative = inhibition, actives largely listed as inhibitors; AID 624418, 2012; HEK293 cAMP-luciferase reporter cells, luminescence, 24 h; actives 0.13% (n = 410,000);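 further: loss of luciferase light is scored as toxicity; potency means the concentration at half of the fitted maximal effect; on the % scale 0 is the no-effect control and ±100 the full control effect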
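Luminescence readout: signal drop marks cytotoxicity. Plated cells grew 12 h at 37 °C, 5% CO2, received 23 nL compound for 24 h, then got luciferase reagent, read after 12 min at RT.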
pAkt inh: HTS Assay for Inhibitors of Akt Phophorylation: Primary Screen; Neuro2A IGF-stimulated pAkt S473 HTRF, 20 min; hits give low values; actives 0.32% (n = 360,000); activity change, % for hits at 50 µM; in the data active means activity change below about -80%; inconclusive means mostly about -51% to -80%; further: on the % scale 0 is the no-effect control and ±100 the full control effect
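Neuro2A cells in DMEM with 0.5% FBS, overnight at 37 deg C, given compound at single 50 µM final, then IGF (6 nM final) for 20 min at 37 deg C. Lysed; phospho-Akt Ser473 by HTRF after 24 h, 665/615 ratio.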
aSyn rescue: qHTS of alpha-syn Inhibitors. Yeast expressing alpha-synuclein, growth rescue, BacTiter-Glo, 24 h. Potency, µM (series often up to 46.1 µM), inactives show top-dose growth rescue (activation), most hits filed as activators. actives 0.14% (n = 370,000). AID 652106, 2013; further: potency means the concentration at half of the fitted maximal effect; % of control where 0% means no effect; nearly all actives have a fitted effect of over 65% in size
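Readout is rescue of growth in alpha-synuclein-expressing yeast, so inhibitors of toxicity appear as activators. Growth after 24 hr at 30 deg C in galactose medium is quantified by luminescence.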
PTHR1 agonist: qHTS for PTHR1 Agonists: Primary Screen; Parathyroid hormone/parathyroid hormone-related peptide receptor (Homo sapiens), Q03431; HEK293 GP2 PTHR1 cells, GloSensor cAMP luminescence, 1 h; Potency, µM (highest dose often 115 µM), for the others: top-dose activation, most hits filed as activators; actives 0.075% (n = 410,000); further: potency means the concentration at half of the fitted maximal effect; nearly all actives have a fitted effect of over 55% in size; some results filed as inactive show a strong effect at the top dose; inactives centre near -15; many of its hits are not listed in these tables
Target sequence (Q03431 whole entry, looked up): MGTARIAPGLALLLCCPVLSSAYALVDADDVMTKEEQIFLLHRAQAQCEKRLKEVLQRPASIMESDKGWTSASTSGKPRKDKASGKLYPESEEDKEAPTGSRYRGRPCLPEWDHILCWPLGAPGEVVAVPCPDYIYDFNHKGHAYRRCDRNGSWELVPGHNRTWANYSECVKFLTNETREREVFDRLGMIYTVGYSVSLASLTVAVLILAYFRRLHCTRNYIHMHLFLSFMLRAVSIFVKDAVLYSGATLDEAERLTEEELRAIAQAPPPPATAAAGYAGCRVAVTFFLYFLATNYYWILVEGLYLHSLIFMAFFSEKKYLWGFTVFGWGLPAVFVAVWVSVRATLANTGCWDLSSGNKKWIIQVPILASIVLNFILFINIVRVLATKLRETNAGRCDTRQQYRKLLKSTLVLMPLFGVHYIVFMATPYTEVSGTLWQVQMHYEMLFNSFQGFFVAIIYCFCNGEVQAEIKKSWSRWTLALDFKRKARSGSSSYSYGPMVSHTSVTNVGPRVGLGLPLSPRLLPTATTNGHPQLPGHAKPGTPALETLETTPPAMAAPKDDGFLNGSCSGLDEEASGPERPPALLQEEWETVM
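HEK-293-derived GP2 cells expressing PTHR1 and a GloSensor cAMP reporter, 3,000/well, plated overnight, given luciferin plus IBMX (each 0.5 mM as added) for 1 h at 37 °C, then compound for 1 h at 37 °C. Luminescence was read after 15 min at room temperature.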
GLP-1R inv ag: qHTS of GLP-1 Receptor Inverse Agonists (Inhibition Mode); Glucagon-like peptide 1 receptor (Homo sapiens), P43220; HEK293 GLP-1R CRE-luciferase, luminescence, 24 h; GLP-1R form is constitutively active; Potency, µM (highest dose often 38.3 µM), inactives show top-dose activity change, negative = inhibition, most hits filed as inhibitors; actives 1.6% (n = 410,000); AID 624417, 2012; further: potency means the concentration at half of the fitted maximal effect; on the % scale 0 is the no-effect control and ±100 the full control effect; nearly all actives have a fitted effect of over 55% in size
Target sequence (P43220 whole entry, looked up): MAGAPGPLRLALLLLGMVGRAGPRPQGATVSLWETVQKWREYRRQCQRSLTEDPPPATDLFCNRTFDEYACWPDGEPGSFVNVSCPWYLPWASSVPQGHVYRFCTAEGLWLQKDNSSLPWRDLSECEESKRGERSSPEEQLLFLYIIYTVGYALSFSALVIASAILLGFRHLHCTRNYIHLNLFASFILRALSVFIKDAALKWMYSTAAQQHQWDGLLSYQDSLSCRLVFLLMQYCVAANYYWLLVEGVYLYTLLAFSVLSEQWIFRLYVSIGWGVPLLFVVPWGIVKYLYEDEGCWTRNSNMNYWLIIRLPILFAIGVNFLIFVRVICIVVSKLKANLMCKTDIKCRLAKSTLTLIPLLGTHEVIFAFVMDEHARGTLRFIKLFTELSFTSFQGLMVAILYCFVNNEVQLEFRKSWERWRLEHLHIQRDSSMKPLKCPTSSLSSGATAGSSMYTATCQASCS
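GLP-1R inverse agonism mode: basal reporter luminescence in engineered HEK293 cells measured after one day of compound exposure at 37 deg C, with a 12 min room-temperature detection step.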
MmCpn inh: Inhibitors of TCP-1 ring complex (TRiC) of Methanococcus maripaludis (MmCpn): qHTS | Chaperonin Mm-Cpn (Methanococcus maripaludis) | purified Mm-Cpn ATPase, ADP Transcreener TR-FRET | Potency, µM (titrated, usually from 76.9 µM), for the others: at the top dose activity, negative = inhibition, hits mostly inhibitors | actives 0.031% (n = 330,000) | AID 504842, 2011; further: potency means the concentration at half of the fitted maximal effect; on the % scale 0 is the no-effect control and ±100 the full control effect; nearly all actives have a fitted effect of over 80% in size
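Purified archaeal chaperonin (25 nM final) was preincubated with compound for 10 min at 37°C, then ATP (10 uM final) was added for 30 min at 37°C in Tris pH 7.4/KCl/MgCl2/DTT buffer. ADP was quantified by HTRF Transcreener TR-FRET.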
FUS yeast rescue: qHTS for Suppressors of FUS Proteinopathy: Primary screen using FUS-linked yeast assay; S. cerevisiae FUS-expressing, growth rescue, OD600, 24 h; Potency, µM (titrated, usually from 76.6 µM), inactives show at the highest dose growth rescue (activation), usual class: activators; actives 0.24% (n = 390,000); AID 1347120, 2019;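 further: potency means the concentration at half of the fitted maximal effect; plate controls were DMSO vehicle for no effect and reference control for full effect; nearly all actives have a fitted effect of over 55% in size; some results filed as inactive show a strong effect at the top dose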
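Toxicity suppression screen in FUS-yeast. Cells induced with 2% galactose, starting OD 0.005, treated 24hr at 30C with compounds at multiple final concentrations; growth by OD600.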
The depositor's hits bear a star; i = inactive; ? = inconclusive; / = not tested or not shown; & = joins results of further samples; [ ] = dose if it differs, or a comment. Unless noted, the call rests on the fitted dose curve; in most records, active means well fitted curve in the direction sought with a large enough effect; inconclusive means small, poorly fitted or top-dose-only effect, or another doubt; inactive means no such curve, though single readings can be large; an effect the other way counts as inactive or inconclusive. Only part of the results is shown; rates above refer to the full screens.

Sequence of screens – MmCpn inh	TDP43 rescue	PTHR1 agonist	Abeta rescue	GLP-1R inv ag	aSyn rescue	pAkt inh	FUS yeast rescue	GLP1R cytotox
#1 CCC(=O)c1ccc(OCC(=O)NC2CCN(Cc3ccccc3)CC2)cc1
 : -1%	12%	i	1%	?	4%[1.84 µM]	i	-10%	-3%
#2 Cc1cccc(NC(=O)CN(C)S(=O)(=O)c2ccccc2)n1
 : 1%	27%	-3%	20%[9.22 µM]	-11%	1%	i	-33%	-6%
#3 On1c(-c2ccccc2)nc2ncccc21
 : -2%	2%	-18%	-1%	10%	-8%	i	-25%	7%
#4 O=C(CN1C(=O)c2ccccc2S1(=O)=O)NCCSCc1ccco1
 : 1%	-33%[inhibitor]	-91%[inhibitor]	-14%	0%	-13%	i	?	-4%
#5 CC(C)(Oc1cccc2ccccc12)C(=O)O
 : /	21%	5%[57.5 µM]	18%	12%	-2%	i	12%	7%
#6 CN(C)C(=O)c1ccc(NC(=O)c2cc(-n3cnnc3)ccc2Cl)cc1
 : 0%	6%	-7%	15%	12%	0%	i	/	-1%
#7 Cc1cc2nn(-c3ccccc3)nc2cc1NC(=O)Cc1ccc(Cl)cc1
 : /	-7%	?	-15%	25%	/	/	-13%	-2%
#8 COc1ccc(CCNC2CC(=O)N(CCc3ccccc3)C2=O)cc1OC (configuration not stated)
 : -1%	-11%	i	-7%	44%	7%	i	-5%	-20%
#9 Cn1c(=O)c2c(nc(CN3CCN(CCO)CC3)n2Cc2ccccc2Cl)n(C)c1=O
 : 3%	12%	-3%	1%	-10%	?	i	-11%	-1%
#10 CCC(=O)N1CCN=C1SCc1ccc(F)cc1
 : 0%	10%	i	3%	-9%	1%	i	-23%	2%
#11 O=C1CCCN1CC(CN1CCOCC1)Sc1nnnn1-c1ccccc1 (configuration not stated)
 : 0%	-7%&-3%	-6%	9%&2%	-19%&0%	3%&3%	i	13%&24%	6%&-13%
#12 O=C(C[n+]1cc(-c2ccccc2)n2c1CCC2)OCc1ccccc1
 : 0%	4%	i	6%	2%	0%	i	/	21%
#13 COc1ccc(C(N)=S)c(OC)c1
 : 1%	-14%[0.397 µM]	i	?	5%	-6%	i	9%	-1%
#14 CC(=O)N1CCc2cc(S(=O)(=O)NCCCN3CCCCC3)ccc21
 : 1%	-14%	-12%	0%	10%	3%	i	24%	-5%
#15 O=C(O)c1ccccc1C(=O)NC1=NN(c2ccccc2)CC1
 : -1%	19%	i	21%	?	7%	i	15%	-3%
#16 CCOCCc1nnc(NC(=O)C(=O)c2cc(C)n(-c3cccc(Cl)c3)c2C)s1
 : /	19%	i	-14%	10%	/	/	0%	-8%
#17 COc1ccc(C2C(C(=O)Nc3cccnc3)=C(C)Nc3nc(-c4cccs4)nn32)cc1 (configuration not stated)
 : -2%	-1%	i	-4%	5%	0%	i	20%	-10%
#18 COc1cc2cc(CN(CCN3CCCC3)C(=O)Nc3ccccc3Cl)c(=O)[nH]c2cc1OC
 : -4%	10%	i	9%	0%	11%	i	/	?
#19 Cc1nc([N+](=O)[O-])cn1CC(=O)Nc1ccc(F)c(Cl)c1
 : 0%	17%	-2%	0%	5%	4%	i	-21%	2%
#20 CC1=C(C(=O)Nc2cc(C)ccn2)C(c2cnn(C)c2)C2=C(CC(c3ccccc3)CC2=O)N1 (configuration not stated)
 : -1%	0%	-8%	-2%	-1%	-4%	i	/	9%
#21 COC(=O)C(C(=O)N1CCN(C)CC1)C1CCCCCC1 (configuration not stated)
 : 1%	-6%	?	5%	-1%	-10%	i	4%	-3%
#22 CCn1c(SCC(=O)Nc2sc3c(c2C(N)=O)CCC(C)C3)nnc1-c1ccco1 (configuration not stated)
 : -7%	-4%	-48%[inhibitor][57.5 µM]	23%	29%	-2%	i	45%	13%
#23 COc1ccc(C)cc1-n1nnc(S(=O)(=O)c2ccc(C)cc2)c1C
 : /	11%	i	-15%	3%	/	/	41%	-1%
#24 O=C(Cc1c[nH]c2ccccc12)NC1(C(=O)NC2CCCCC2)CCCCC1
 : 1%	7%	-22%	3%	-9%	0%	i	/	13%
#25 CCOc1ccc(N/C(=N/c2nc(C)cc(C)n2)NC(C)=O)cc1
 : 1%	-20%	i	3%	4%	-5%	i	7%	1%
#26 CCOc1ccc(S(=O)(=O)N2CCN(c3ccc(C)cc3C)CC2)c2ccccc12
 : /	22%	-8%	-9%	14%	1%	/	4%	3%
#27 CN(C)CCCN(C(=O)c1ccc(S(=O)(=O)N2CCCCCC2)cc1)c1nc2cc3c(cc2s1)OCCO3
 : 1%	-8%	-20%	-7%	11µM*	2%	i	28%	?
#28 COCCN(CC(=O)Nc1ccccc1C(F)(F)F)C(=O)/C=C/c1cc(Cl)c2c(c1)OCO2
 : -6%	4%	-16%	-14%	17%	15%	i	27%	4%
#29 CSc1nc(=S)c2[nH]c(=S)[nH]c2[nH]1
 : -26%	26%	-21%	4%	41%[activator]	2%	i	26%	13%
#30 Cn1c(=O)c(C(=O)CN2CCN(S(=O)(=O)c3ccccc3)CC2)c(N)n(Cc2ccccc2)c1=O
 : -1%	13%	-1%	3%	1%	-14%	i	/	-7%

Sorted by value in PTHR1 agonist (low to high): three of the compounds above
| entry | canonical_smiles | PTHR1 agonist |
| --- | --- | --- |
| 29 | CSc1nc(=S)c2[nH]c(=S)[nH]c2[nH]1 | -21% |
| 28 | COCCN(CC(=O)Nc1ccccc1C(F)(F)F)C(=O)/C=C/c1cc(Cl)c2c(c1)OCO2 | -16% |
| 14 | CC(=O)N1CCc2cc(S(=O)(=O)NCCCN3CCCCC3)ccc21 | -12% |

With a hit mark in GLP-1R inv ag, of those listed so far:
| # | Structure | MmCpn inh | PTHR1 agonist | GLP-1R inv ag | pAkt inh |
| --- | --- | --- | --- | --- | --- |
| 27 | CN(C)CCCN(C(=O)c1ccc(S(=O)(=O)N2CCCCCC2)cc1)c1nc2cc3c(cc2s1)OCCO3 | 1% | -20% | 11µM* | i |

The listing continues.
Sequence of screens – MmCpn inh	TDP43 rescue	PTHR1 agonist	Abeta rescue	GLP-1R inv ag	aSyn rescue	pAkt inh	FUS yeast rescue	GLP1R cytotox
#31 COc1ccccc1C(NC(=O)C1CCN(CCOc2ccc(Cl)cc2Cl)CC1)c1ccccn1 (configuration not stated)
 : /	3%	-17%	-14%	?	-2%	i	17%	-21%
#32 Cc1ccc2ncc([N+](=O)[O-])n2c1
 : 1%	7%	-9%[57.5 µM]	-13%	-2%	8%	i	17%	-18%
#33 CSC1=NCCN1C(=O)Cc1cccc2ccccc12
 : 0%	2%	i	22%	11%	2%	i	-22%	-1%
#34 CSCC[C@H](NC(=O)c1cccnc1)c1nnc2ccccn12
 : -6%	-21%	15%	1%	14%	-1%	i	-2%	0%
#35 CS(=O)(=O)c1ccc(Cl)c(NC(=O)CSc2nnc3n2CCCCC3)c1
 : /	3%	i	-2%	37%[activator]	?	i	4%	-2%
#36 CCN(C(=O)Cn1cnc2onc(-c3ccc(F)cc3)c2c1=O)c1ccc(OC)cc1
 : /	11%	-19%	-7%	-3%	0%	/	-8%	6%
#37 CCCN1C(=O)/C(=C/c2ccccc2OCc2ccc(C(=O)O)cc2)NC1=S
 : 3%	-4%	i	4%	18%	-1%	i	13%	-26%
#38 CC(C)CC[n+]1ccn(-c2nc3ccccc3nc2[N-]S(=O)(=O)c2ccccc2)c1
 : -3%	-14%	i	11%	4%	5%	i	2%	-2%
#39 COc1ccc(NC(=O)c2c(C)nn(Cc3ccccc3)c2C)cc1S(=O)(=O)N(C)C
 : 0%	-7%	i	17%	11%	2%	i	5%	-19%
#40 O=C(OCc1cc(=O)n2ccsc2n1)C1(c2ccc(Cl)cc2)CC1
 : 0%	?	i	-28%	38%[activator]	4%	i	18%	1%
#41 CCCCNC(=O)C1(C)CCCCN1C(=O)c1ccc(C)c(F)c1 (configuration not stated)
 : /	-2%	-15%	-12%	19%	-1%	i	-25%	7%
#42 O=C(CSc1nnc(-c2ccncc2)n1C1CCCCC1)Nc1ccccc1
 : -1%	0%	i	17%	0%	0%	i	11%	-1%
#43 Cc1ccccc1/C=N/Nc1nc2ccccc2[nH]1
 : -13%	-1%	-23%	11%	?	5%	i	19%	?
#44 Cc1cccc(C(=O)N/C(=C/c2ccco2)C(=O)N2CCCCCC2)c1
 : -3%	-1%	-6%	19%	-23%	6%	i	26%	-4%

Quoted at random: two entries already listed
Sequence of screens – MmCpn inh	TDP43 rescue	PTHR1 agonist	Abeta rescue	GLP-1R inv ag	aSyn rescue	pAkt inh	FUS yeast rescue	GLP1R cytotox
#44 Cc1cccc(C(=O)N/C(=C/c2ccco2)C(=O)N2CCCCCC2)c1
 : -3%	-1%	-6%	19%	-23%	6%	i	26%	-4%
#36 CCN(C(=O)Cn1cnc2onc(-c3ccc(F)cc3)c2c1=O)c1ccc(OC)cc1
 : /	11%	-19%	-7%	-3%	0%	/	-8%	6%

Values in list order from above.
Nos. 41–44 in GLP1R cytotox, in turn: 7%, -1%, ?, -4%
Nos. 41–44 in TDP43 rescue, in turn: -2%, 0%, -1%, -1%
Nos. 41–44 in MmCpn inh, in turn: /, -1%, -13%, -3%
